hIAP activ = increases human intestinal alkaline phosphatase activity; purified human IAP, CDP-Star luminescence, 30 min; stronger effect = higher value; 1 = vehicle-only enzyme, 0 = enzyme-free background; activation factor at 10 µM; 330,000 compounds, 0.16% hits;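 active = activation factor of the enzyme at least 2-fold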; note: the source names both 10 and 20 µM as test concentration; values of inactives mirror those of a sister screen read the other way
Target sequence (P09923 whole entry, looked up): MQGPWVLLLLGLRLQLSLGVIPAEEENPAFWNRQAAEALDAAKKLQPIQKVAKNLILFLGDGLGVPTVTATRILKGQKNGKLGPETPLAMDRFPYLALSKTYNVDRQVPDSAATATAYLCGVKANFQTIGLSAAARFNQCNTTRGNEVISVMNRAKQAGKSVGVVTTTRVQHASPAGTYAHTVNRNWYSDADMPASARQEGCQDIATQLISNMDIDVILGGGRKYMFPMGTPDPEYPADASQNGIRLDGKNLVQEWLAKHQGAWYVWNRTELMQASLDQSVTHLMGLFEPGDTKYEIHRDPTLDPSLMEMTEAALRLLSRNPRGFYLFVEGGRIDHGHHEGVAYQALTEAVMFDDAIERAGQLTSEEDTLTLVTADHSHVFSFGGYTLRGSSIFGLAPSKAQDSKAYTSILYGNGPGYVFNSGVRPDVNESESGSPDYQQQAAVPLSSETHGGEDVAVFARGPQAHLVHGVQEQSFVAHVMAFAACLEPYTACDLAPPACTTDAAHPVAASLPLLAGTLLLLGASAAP
hIAP block = blocks human intestinal alkaline phosphatase. P09923. purified IAP, CDP-Star luminescence, 30 min. inhibition, % at 10 µM. 330,000 compounds, 0.12% hits. AID 2544;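 active = inhibition reaching a set limit with compound at 10 µM in the primary screen, cut at about 35% in these data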;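 note: plate controls were DMSO wells with enzyme for no effect and no-enzyme buffer wells for full effect; values of inactives mirror those of a sister screen read the other way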
APOBEC3A inh = human APOBEC3A DNA deaminase inhibition | inhibition, % at 20 µM | 330,000 compounds, 0.41% hits | recombinant A3A, FAM/TAMRA ssDNA deamination fluorescence | AID 493011;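 active = at least 40% inhibition at 20 µM here, with at most 30% in a related deaminase screen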;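 note: plate controls were A3A with DMSO for no effect and wells lacking A3A enzyme for full effect; some results filed as inactive read as strong as hits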
ATG4B inhibitor = inhibitors of human ATG4B cysteine protease | ATG4B cleavage of LC3-PLA2, NBD-HPC fluorescence, 1 h | inhibition, % at 8.33 µM | 340,000 compounds, 0.51% hits | AID 504462; in the data active = inhibition above about 40%
Target sequence (Q9Y4P1 whole entry, looked up): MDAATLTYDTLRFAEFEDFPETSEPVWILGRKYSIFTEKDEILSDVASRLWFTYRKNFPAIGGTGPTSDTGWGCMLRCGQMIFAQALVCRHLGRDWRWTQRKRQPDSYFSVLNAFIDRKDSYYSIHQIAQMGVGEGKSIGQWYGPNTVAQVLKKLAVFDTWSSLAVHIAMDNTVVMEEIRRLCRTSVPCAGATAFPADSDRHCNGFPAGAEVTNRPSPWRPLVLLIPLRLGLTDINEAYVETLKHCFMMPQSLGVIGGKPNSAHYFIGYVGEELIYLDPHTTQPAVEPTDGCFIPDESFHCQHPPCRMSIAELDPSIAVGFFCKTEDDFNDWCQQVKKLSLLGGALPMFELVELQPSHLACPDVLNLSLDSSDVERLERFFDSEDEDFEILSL
HKDC1 inh = HKDC1 (human) hexokinase inhibition; 340,000 compounds, 0.16% hits; recombinant HKDC1, G6PDH/diaphorase resazurin coupled fluorescence; Q2TB90; inhibition, % at 20 µM;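 active = inhibition above about 35% when tested at 20 µM, limit read from the data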;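 note: plate controls were DMSO wells with enzyme for no effect and DMSO wells lacking enzyme for full effect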
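Test system: recombinant HKDC1 (HK5) hexokinase enzyme, produced in-house / Doses: 20 µM test compound, 1% DMSO / Timing: 90 min, room temperature / Detection: G6PDH/diaphorase-coupled fluorescence, 1 mM NADP, 100 µM resazurin, 525/613 nm / Control set: DMSO wells with and without enzyme mix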
mIAP act = increases mouse intestinal alkaline phosphatase activity. muIAP, CDP-Star luminescence, 30 min; stronger effect = higher value; 1 = vehicle-only enzyme signal, 0 = enzyme-free wells. activation factor at 10 µM. 330,000 compounds, 0.24% hits. AID 2805;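 active = activation factor of at least 2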; note: the source names both 10 and 20 µM as test concentration; values of inactives mirror those of a sister screen read the other way
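System: Mouse IAP enzyme | Also added: CDP-Star substrate | Dosing: Compounds dispensed in DMSO | Schedule: 30 min enzyme-substrate-compound incubation at room temperature | Technique: Chemiluminescence readout | Control set: DMSO-only wells and no-enzyme negative control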
PfG6PD inh = PfG6PD (Plasmodium falciparum) enzyme inhibition | PfGluPho enzyme, NADPH resazurin-diaphorase fluorescence | inhibition, % at 20 µM | 350,000 compounds, 0.78% hits | AID 504690;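 active = inhibition reaching at least a set limit at 20 µM in the primary screen, cut at about 59% in these data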;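 note: 0% = DMSO wells with substrate and 100% = DMSO wells lacking glucose-6-phosphate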
mIAP inh = mouse IAP inhibition. purified mouse IAP, CDP-Star luminescence, 30 min. inhibition, % at 10 µM. 330,000 compounds, 0.2% hits;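 active = inhibition of at least 40% at 10 µM in the primary screen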;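 note: plate controls were DMSO with enzyme for no effect and no enzyme wells for full effect; values of inactives mirror those of a sister screen read the other way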
An asterisk follows results filed as active; . = no result given.

SMILES	hIAP activ	hIAP block	APOBEC3A inh	ATG4B inhibitor	HKDC1 inh	mIAP act	PfG6PD inh	mIAP inh
COc1ccc(-c2noc(=O)n2Cc2ccccc2Cl)cc1	1.1	-6	-5	-6	-5	0.94	-1	6
CCC(C)(c1ccc(C=O)s1)c1ccc(C=O)s1	0.83	17	-6	7	4	1.1	2	-6
Cc1cccc([N+](=O)[O-])c1NC(=O)COC(=O)c1nc2nccc(C)n2n1	0.98	2	8	-6	3	1	-2	-1
COc1ccc(-n2nnnc2SCC(=O)Nc2nnc(C)s2)cc1OC	1.1	-15	-6	-1	-7	1	-6	-5
Cc1ccc(-c2ccc(CCC(=O)O)o2)cc1	1.1	-9	5	0	-5	1.1	6	-10
CC1CCCCN1S(=O)(=O)c1ccc(C(=O)Nc2nnc(-c3ccncc3)o2)cc1 (stereo not given)	0.93	7	-2	-8	-7	0.92	-36	8
Cc1cc2ncn(-c3nnnn3-c3ccccc3)c2cc1C	0.83	17	2	0	-2	0.99	-6	1
Cc1ccc(S(=O)(=O)N2CCC(C(=O)NCC(C)(C)N3CCOCC3)CC2)c(C)c1	1	-5	-3	-2	-1	1.1	0	-10
C=CCc1c(C)nc(SC)nc1Nc1ccc(C)cc1	1.3	-26	-8	3	15	1.1	34	-10
COc1ccccc1N1CCN(C(=O)c2cc3c(C)nc4ccccc4c3o2)CC1	0.83	17	1	-24	-3	0.86	7	14
Cc1ccccc1NNC(N)=S	0.91	10	1	-10	-8	0.78	29	22
Cc1ccccc1C(=O)NN1CCOCC1	0.86	14	2	-1	-6	1	-2	-4
CC1CCCCC1NC(=O)Cn1nc(-c2ccccc2)ccc1=O (stereo not given)	1.2	-20	0	-2	-3	1	-2	-1
COc1ccc(-c2noc(C3CCCN(C(=O)c4ccc(F)cc4)C3)n2)cc1 (stereo not given)	1	-4	-1	-1	-3	0.95	-5	5
N/C(=N\OC(=O)CCCOc1ccccc1)c1ccncc1	1.1	-10	-3	-7	-7	0.97	1	3
Oc1c(I)cc(I)c2cccnc12	1.5	-45	18	0	-11	0.91	65*	9
c1ccc2cc(C3CCCCC3)ncc2c1	1.1	-7	-2	6	-1	0.87	11	13
Cc1ccc(C2CC(c3ccccc3)=NN2C(=O)CSc2nnc(-c3ccc(Cl)cc3)o2)o1 (stereo not given)	1.1	-8	-22	7	9	0.96	-4	4
CC(=O)c1cccc(S(=O)(=O)N2CCC(C(=O)Oc3ccc(-c4nnco4)cc3)CC2)c1	0.96	4	4	-7	1	0.98	-8	2
CCCCNC(=S)NCc1ccc2[nH]c(C)cc2c1	0.98	2	7	10	0	1	2	0
O=c1c2cc(N3CCOCC3)ccc2[nH]c(=S)n1CC1CCCO1 (stereo not given)	0.96	4	-3	-9	5	0.93	17	8
C/C(=N\O)C(C)NC(=O)c1ccccc1 (stereo not given)	1.4	-35	-7	1	-10	1	-8	-5
C/C(=N\Nc1nc(-c2cc(C)ccc2C)cs1)c1cc2ccccc2oc1=O	1.1	-7	-2	-1	-7	0.83	-1	17
CCCCCOc1ccc(N2C(=O)C(C)CNC2=S)cc1 (stereo not given)	1	-2	-1	.	.	0.96	.	4
O=C(CCS(=O)(=O)c1ccc(Cl)cc1)Nc1ccc(F)cc1	1	-3	3	-1	3	1.1	-42	-9
Other results.
SMILES	hIAP activ	hIAP block	APOBEC3A inh	ATG4B inhibitor	HKDC1 inh	mIAP act	PfG6PD inh	mIAP inh
CCS(=O)(=O)NCc1csc(C)n1	0.87	13	0	-16	-11	0.96	4	4
Cc1cc(C(=O)Nc2cccc(S(=O)(=O)N3CCCCC3)c2)c2ccccc2n1	1.1	-13	6	-22	0	0.93	14	7
Cc1sc(NC(=O)Nc2ccccc2)c(C(N)=O)c1C	1.1	-9	-2	-8	3	0.83	74*	17
O=S1(=O)c2ccccc2C(CCO)N1Cc1ccccc1 (stereo not given)	0.97	3	1	3	-4	0.93	12	7
COc1ccc(-c2cc(C(=O)Nc3cc(Br)ccc3O)no2)cc1	1	-1	18	5	-4	0.88	19	12
C/C(=C\C(=O)O)CC(=O)O	0.94	6	-6	4	5	1.1	-15	-6
COc1ccc(Cl)cc1C(=O)NNC(=O)c1[nH]c(C)c(C(C)=O)c1C	1.1	-12	-1	-2	-6	0.83	15	17
CCOc1ccc(-c2nnc3sc(COc4ccccc4)nn23)cc1	1.1	-10	-2	-1	-2	0.81	-9	20
CC(C(=O)OCC(=O)Nc1ccc2c(c1)OCO2)N1C(=O)c2ccccc2C1=O (stereo not given)	1.1	-7	2	2	1	0.98	9	2
CC(=O)Nc1nonc1NC(=O)c1ccc(C(C)(C)C)cc1	1.3	-30	0	-8	-5	1.1	3	-11
C[C@H](CO)N1C[C@H](C)[C@@H](CN(C)C(=O)NC2CCCCC2)Oc2ccc(NC(=O)Cc3ccccc3)cc2C1=O	1	-4	-3	-7	-6	1	11	-2
Cc1ncoc1C(=O)NC1CC(C)(C)Cc2c1cnn2-c1ccc(F)cc1 (stereo not given)	1.1	-12	1	4	-7	1	-7	-2
COc1cc2c(cc1OC)-c1cc(NC3CC3)nc(=O)n1CC2	1.1	-11	-1	-3	9	0.97	-21	3
CCNc1nc(SCC(N)=O)nc2sc3c(c12)CCN(C)C3	1	-2	1	2	-5	0.96	12	4
O=C(O)C1C2C=CC(O2)C1C(=O)Nc1cccc(C(F)(F)F)c1 (stereo not given)	1.1	-12	-7	-1	-5	1	-3	0
Cc1cnc(CNC(=O)c2ccc(OC3CCN(C(=O)C4CC4)CC3)cc2)cn1	1	-3	-3	10	-7	0.96	-10	4
O=C(NCc1cccs1)c1ccc(CS(=O)(=O)c2ccc(Cl)cc2)o1	0.89	11	3	5	-3	0.94	2	6
N#Cc1ccc(COC(=O)c2cccnc2Cl)cc1	1.2	-20	-2	2	-1	1.2	-1	-20
Nc1nc(SCC(=O)c2ccc([N+](=O)[O-])cc2)n[nH]1	0.94	6	0	-9	7	0.78	33	22
O=C1C=CC(=O)N1N(c1ccccc1)c1ccccc1	0.88	12	4	0	-1	1	21	0
NC(=O)CC(NC(=O)Cc1ccc(Br)cc1)c1ccc(NCCc2ccc(Cl)cc2)c([N+](=O)[O-])c1 (stereo not given)	0.85	14	2	0	-4	0.98	6	2
Cc1ccc(C(=O)N/C(=C\c2ccc(-c3cc(Cl)ccc3Cl)o2)C(=O)NCc2cccnc2)cc1	0.79	21	-5	-29	-4	0.87	20	13
CCC(=O)C1CCCN(C(=O)c2ccc(OC3CCN(C(=O)CCOC)CC3)cc2)C1 (stereo not given)	0.88	12	-3	4	-8	0.95	-13	5
Cc1sc2c(c1C)c(=O)n(-c1ccccc1)c1nncn21	0.77	23	0	0	-1	0.95	-4	5
O=C(CC1S/C(=N/N=C/c2cccs2)NC1=O)Nc1ccccc1F (stereo not given)	0.96	4	2	-3	-7	1.1	-17	-10

Twelve of these compounds in a different format.
Values run as follows: hIAP activ	hIAP block	APOBEC3A inh	ATG4B inhibitor	HKDC1 inh	mIAP act	PfG6PD inh	mIAP inh
COc1ccc(-c2noc(=O)n2Cc2ccccc2Cl)cc1
  1.1	-6	-5	-6	-5	0.94	-1	6
CCC(C)(c1ccc(C=O)s1)c1ccc(C=O)s1
  0.83	17	-6	7	4	1.1	2	-6
Cc1cccc([N+](=O)[O-])c1NC(=O)COC(=O)c1nc2nccc(C)n2n1
  0.98	2	8	-6	3	1	-2	-1
COc1ccc(-n2nnnc2SCC(=O)Nc2nnc(C)s2)cc1OC
  1.1	-15	-6	-1	-7	1	-6	-5
Cc1ccc(-c2ccc(CCC(=O)O)o2)cc1
  1.1	-9	5	0	-5	1.1	6	-10
CC1CCCCN1S(=O)(=O)c1ccc(C(=O)Nc2nnc(-c3ccncc3)o2)cc1 (stereo not given)
  0.93	7	-2	-8	-7	0.92	-36	8
Cc1cc2ncn(-c3nnnn3-c3ccccc3)c2cc1C
  0.83	17	2	0	-2	0.99	-6	1
Cc1ccc(S(=O)(=O)N2CCC(C(=O)NCC(C)(C)N3CCOCC3)CC2)c(C)c1
  1	-5	-3	-2	-1	1.1	0	-10
C=CCc1c(C)nc(SC)nc1Nc1ccc(C)cc1
  1.3	-26	-8	3	15	1.1	34	-10
COc1ccccc1N1CCN(C(=O)c2cc3c(C)nc4ccccc4c3o2)CC1
  0.83	17	1	-24	-3	0.86	7	14
Cc1ccccc1NNC(N)=S
  0.91	10	1	-10	-8	0.78	29	22
Cc1ccccc1C(=O)NN1CCOCC1
  0.86	14	2	-1	-6	1	-2	-4

Next part.
SMILES	hIAP activ	hIAP block	APOBEC3A inh	ATG4B inhibitor	HKDC1 inh	mIAP act	PfG6PD inh	mIAP inh
COc1ccc(S(=O)(=O)N(C)CC(=O)Nc2c(F)cccc2F)cc1	0.92	8	1	-1	-7	1	-11	-2
C/C(=N\NC(=O)c1ccc2c(c1)OCO2)c1ccco1	0.97	3	-4	-4	-1	0.93	8	7
CCN(c1ccccc1C)S(=O)(=O)c1nnc(NC(=O)c2ccco2)s1	1.1	-5	8	-1	10	0.99	-5	1
O=C(O)CSc1cccnc1Sc1ccc(Cl)cc1	0.99	0	-2	-6	-3	0.9	9	10
CC1CCC(NC(=O)C(NC(=O)c2ccccc2)C(C)C)CC1 (stereo not given)	1	-3	-1	4	-11	1	-17	0
CCc1ccccc1NC(=O)Nc1ccc(F)cc1F	0.98	2	0	9	0	1.1	-3	-13
Cc1c(Cl)cccc1NC(=S)N(CCCN1CCOCC1)Cc1cccs1	0.97	3	-3	-9	-5	1	0	-1
O=C(c1cc(-c2ccccc2O)on1)N1CCOCC1	1.1	-11	-3	-7	-5	1.1	1	-5
Cc1ccc(C)c(S(=O)(=O)N2C(=S)NC(=O)C2C(C)C)c1 (stereo not given)	0.76	24	-2	2	5	0.98	5	2
O=C(Nc1ccc2c(c1)OCO2)c1ccc(Br)o1	0.86	14	3	9	-11	0.96	30	4
O=C(NCc1ccccc1)c1ccc(S(=O)(=O)C(F)F)cc1	0.98	2	3	-12	-7	0.96	6	4
CC(C)(C)C1CCc2onc(C(=O)O)c2C1 (stereo not given)	1.1	-9	-2	-2	-13	1	3	-4
Cc1ccc(NC(=O)c2ccc3c(c2)N(CC(=O)N2CCCCC2)C(=O)C(C)(C)O3)cc1	0.82	18	1	-2	-4	1	-11	-1
CCCCn1c(N)c(N(CC(C)C)C(=O)C2CC(=O)N(c3ccc(C)cc3)C2)c(=O)[nH]c1=O (stereo not given)	1	0	-4	-11	-6	0.93	0	7
O=c1[nH]c2ccc(S(=O)(=O)Nc3ccc(-c4nnc5n4CCCCC5)cc3)cc2o1	1	-4	-7	-1	16	0.87	-5	13
COc1ccc(NC(=O)CN(C)C(=O)CNC(=O)c2ccc3ccccc3c2)cc1	1.1	-10	2	-9	0	1	10	-1
Cc1cc(Nc2ccc(F)cc2Cl)n2ncnc2n1	1.2	-20	-1	-5	-7	1	3	-5
CCC(=O)N(Cc1cc2ccc(C)cc2n2nnnc12)C1CCCCC1	0.91	9	4	-2	-2	0.96	-7	4

Compound activity from PubChem.
